PGK inhibitor: blocks T. brucei phosphoglycerate kinase; Potency, µM (doses to about 57.5 µM), for inactives: top-dose activity change, negative = inhibition, most hits filed as inhibitors; PGK/GAPDH coupled, Kinase-Glo luminescence, 60 min; P07378; AID 602233; 380,000 tested, 0.043% active; also: % is scaled to controls: 0 for no effect and ±100 for the full control effect; nearly all actives have a fitted effect of over 60% in size
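Luminescent ATP detection (Kinase-Glo Plus) follows a 60-minute room-temperature incubation, with wells lacking PGK as controls. Buffer: 100 mM TEA (pH 7.6), 5 mM MgCl2, 0.01% Tween-20. Coupling enzyme GAPDH (100 nM final) supplies unstable 1,3-BPG in-well.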
JMJD2A Tudor: inhibitors of human JMJD2A Tudor domain. O75164. 390,000 tested, 4.4% active. Potency, µM (doses to about 114 µM), without a hit: at the top dose activity change, negative = inhibition, most hits filed as inhibitors. AlphaScreen JMJD2A-Tudor / H3K4me3 peptide binding; also: % is scaled to controls: 0 for no effect and ±100 for the full control effect; nearly all actives have a fitted effect of over 50% in size
rTrxR1 inhibitor: inhibitors of rat thioredoxin reductase 1; 390,000 tested, 1% active; AID 588453; Potency, µM (highest dose often 114 µM), without a hit: at the highest dose activity change, negative = inhibition, actives largely listed as inhibitors; recombinant rTrxR1, NADPH fluorescence consumption, selenite substrate; O89049; also: % is scaled to controls: 0 for no effect and ±100 for the full control effect; nearly all actives have a fitted effect of over 65% in size
Target sequence (O89049 whole entry, looked up): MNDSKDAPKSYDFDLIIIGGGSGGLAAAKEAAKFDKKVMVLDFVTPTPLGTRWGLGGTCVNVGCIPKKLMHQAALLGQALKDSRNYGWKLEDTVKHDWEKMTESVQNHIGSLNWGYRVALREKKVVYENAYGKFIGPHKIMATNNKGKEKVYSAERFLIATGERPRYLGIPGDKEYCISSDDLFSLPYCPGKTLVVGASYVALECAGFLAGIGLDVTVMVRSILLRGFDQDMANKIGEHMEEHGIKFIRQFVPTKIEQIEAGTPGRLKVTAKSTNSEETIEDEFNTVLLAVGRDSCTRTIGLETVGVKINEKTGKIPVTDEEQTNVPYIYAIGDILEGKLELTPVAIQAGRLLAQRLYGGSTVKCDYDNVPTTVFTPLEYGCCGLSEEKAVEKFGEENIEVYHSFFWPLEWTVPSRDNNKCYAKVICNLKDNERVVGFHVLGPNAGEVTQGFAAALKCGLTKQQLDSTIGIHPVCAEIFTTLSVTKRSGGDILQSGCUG
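Rat TrxR1 (90 nM in the dispensed reagent) was pre-reduced with 400 uM NADPH for 5 min at room temperature, then incubated with compound for 15 min. After 400 uM selenite was added, NADPH fluorescence (Ex 340/Em 450 nm) was followed for 8 min.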
GLS inh: glutaminase GLS (human) inhibition | Potency, µM (top dose mostly 45.5 µM), without a hit: top-dose activity change, negative = inhibition, actives largely listed as inhibitors | GLS enzymatic activity, qHTS titration | 410,000 tested, 0.21% active | O94925; also: % is scaled to controls: 0 for no effect and ±100 for the full control effect
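hKGA; 45 mM KH2PO4 pH 8.2 + 0.02% Tween-20; cpd via pin tool; 1 mM Gln soln; GluOx/HRP/Amplex Red; RT 30 min; fluor. t0 & final.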
HP1b binding inh: inhibitors of HP1-beta chromodomain binding to methylated histone tails | P83916 | Potency, µM (series often up to 114 µM), for the others: top-dose activity change, negative = inhibition, actives largely listed as inhibitors | AlphaScreen HP1-beta / biotin-H3K9me3 peptide binding | 390,000 tested, 0.56% active | AID 540317; also: nearly all actives have a fitted effect of over 70% in size; inactives centre near 23
Target sequence (P83916 whole entry, looked up): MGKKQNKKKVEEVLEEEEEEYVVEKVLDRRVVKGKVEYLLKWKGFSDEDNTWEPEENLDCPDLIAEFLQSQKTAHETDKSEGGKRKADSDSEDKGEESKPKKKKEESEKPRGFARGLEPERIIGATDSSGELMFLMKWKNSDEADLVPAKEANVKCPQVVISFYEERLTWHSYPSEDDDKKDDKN
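Compound inhibition of the preformed complex between 50 nM HP1-beta and 50 nM biotinylated H3K9me3 peptide was read by AlphaScreen. Buffer was PBS pH 7.4 with 0.01% Tween-20. Incubations ran 30 min at room temperature, with 10 ug/mL donor/acceptor beads.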
RGS4 inh: inhibitors of human regulator of G protein signaling 4 | P49798 | Transcreener GDP fluorescence polarization, RGS4-accelerated GTP hydrolysis | Potency, µM (top dose mostly 114 µM), for the others: top-dose activity change, negative = inhibition, actives largely listed as inhibitors | 390,000 tested, 0.039% active | AID 504845; also: % is scaled to controls: 0 for no effect and ±100 for the full control effect; nearly all actives have a fitted effect of over 75% in size; some results filed as inactive show a strong effect at the top dose
Target sequence (P49798 whole entry, looked up): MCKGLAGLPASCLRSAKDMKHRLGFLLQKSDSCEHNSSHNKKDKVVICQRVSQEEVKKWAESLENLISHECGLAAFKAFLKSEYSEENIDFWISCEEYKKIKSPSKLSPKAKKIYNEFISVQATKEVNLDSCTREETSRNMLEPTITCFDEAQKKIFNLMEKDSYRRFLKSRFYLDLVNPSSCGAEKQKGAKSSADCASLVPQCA
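MLSMR compounds (23 nl, pin-transferred) preincubated 10 min at room temperature with a 500nM (2x) first reagent, then RGS4 at 900nM (2x) plus Transcreener GDP mix added; fluorescence polarization (620/688 nm) read before and after 90 min at 30 °C.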
Pin1 inhibitor: blocks the human prolyl isomerase Pin1. Q13526. Pin1 FP peptide displacement, HiFluor488, 10 min. Potency, µM (titrated, usually from 115 µM), inactives show at the highest dose activity, negative = inhibition, most hits filed as inhibitors. 390,000 tested, 0.009% active. AID 504891; active = well fitted inhibition curve with a large enough effect in the polarisation, with a control signal flat, not every such curve was filed as active; inconclusive = small, poorly fitted or top-dose-only effect, or effect the other way, or a change in a side signal; inactive = no such curve, though single readings can be large or run the other way; the % refers to the polarisation; also: % is scaled to controls: 0 for no effect and ±100 for the full control effect
Target sequence (Q13526 whole entry, looked up): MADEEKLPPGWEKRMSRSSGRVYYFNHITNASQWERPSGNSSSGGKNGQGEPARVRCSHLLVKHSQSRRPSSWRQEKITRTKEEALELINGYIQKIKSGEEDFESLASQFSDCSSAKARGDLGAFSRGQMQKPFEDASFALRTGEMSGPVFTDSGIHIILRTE
ALOX12 inh: inhibitors of human 12S-lipoxygenase ALOX12; Potency, µM (top dose mostly 108 µM), for inactives: at the top dose activity change, negative = inhibition, usual class: inhibitors; 580,000 tested, 1.1% active; P18054; purified 12hLO, xylenol orange hydroperoxide absorbance; also: % is scaled to controls: 0 for no effect and ±100 for the full control effect
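Hydroperoxide product was detected by ferrous iron/xylenol orange as the 573 to 405 nm absorbance ratio. Arachidonic acid at 40 uM (final) was turned over for 30 min at room temperature by 150 nM human 12hLO, pH 7.0 Hepes buffer, after 15 min compound preincubation.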
ERG-DNA inh: blocks human ERG Ets domain binding to DNA | P11308 | fluorescence polarization, His-ERG Ets domain / labelled DNA | Potency, µM (series often up to 76.9 µM), for the others: at the highest dose FP activity, negative = inhibition, actives largely listed as inhibitors | 370,000 tested, 0.028% active | AID 624246; active = well fitted inhibition curve with a large enough effect in the polarisation, with a control signal flat; inconclusive = small, poorly fitted or top-dose-only effect, or effect the other way, or a change in a side signal; inactive = no such curve, though single readings can be large or run the other way; the % refers to the polarisation;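 also: polarization taken with two DNA probes labelled with fluorescein and Texas red; % of control where 0% means no effect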
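His-tagged ERG Ets domain (1 uM in the protein solution; 300mM KCl, 50mM Tris-HCl, 1mM EDTA, 1mM DTT, pH 7.5) received compound, then a probe mix of 5 nM fluorescein-DNA and 100nM Texas-615-DNA. Fluorescence polarization was read for both dyes.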
* hit, by the source's call; i = inactive; u = inconclusive; x = no result given; & = joins results of further samples; [ ] = dose if it differs, or a comment. Unless noted, calls follow the shape of the dose curve; as a rule, active = well fitted curve in the direction sought with a large enough effect; inconclusive = small, poorly fitted or top-dose-only effect, or another doubt; inactive = no such curve, though single readings can be large; an effect the other way counts as inactive or inconclusive. Potency is read from the fitted curve at half-maximal effect. These rows are one share of the data; rates above refer to the full screens.

entry | smiles | PGK inhibitor | JMJD2A Tudor | rTrxR1 inhibitor | GLS inh | HP1b binding inh | RGS4 inh | Pin1 inhibitor | ALOX12 inh | ERG-DNA inh
1 | N/C(=N\OC(=O)c1cccc(Cn2cc(C(F)(F)F)ccc2=O)c1)c1ccccc1 | -13% | -2% | 18% | 1% | 41%[activator] | -9% | 2% | 7% | -14%
2 | O=C(COc1ccc(Cl)cc1Cl)N1CCN(c2ccccn2)CC1 | -6% | -18% | 10% | 0% | 21% | -12% | -1% | 0% | 2%
3 | CCOc1ccc(NC(=O)N2CCC(c3nc4ccccc4o3)CC2)cc1 | -2% | -14% | -25% | 12% | 42%[activator] | 11% | 3% | -14% | 5%
4 | O=C(COC(=O)c1cc(NS(=O)(=O)c2cccs2)ccc1O)Nc1cc(Cl)ccc1Cl | -5% | -12% | 40%[activator] | 9% | 29% | -7% | 12% | -6% | 4%
5 | O=C1CC(c2ccccc2)=Nc2ccc(Br)cc2N1 | 0% | -8% | -7%[57.1 µM] | 3% | 18% | -36% | -2% | -15% | 0%
6 | CCCc1cc(=O)[nH]c(Nc2ccc3c(c2)OCCO3)n1 | -4% | -19% | 20% | 0% | -22% | 4% | -5% | -12% | 13%
7 | COc1ccc([C@@H]2CC(=O)c3c(O)cc(O[C@@H]4OC(CO[C@@H]5OC(C)[C@H](O)[C@H](O)C5O)[C@@H](O)[C@@H](O)C4O)cc3O2)cc1O (stereo partly specified) | i | 3% | 11% | 0% | 46%[activator] | -9% | 6% | 0% | u
8 | N#C/C(=C\c1ccc(Sc2ccc(Cl)cc2)o1)c1nc2ccccc2[nH]1 | -3% | -15% | -22% | 3% | 56%[activator] | -11% | u | -19% | -3%
9 | CCOC(=O)c1[nH]c(C)c(CCC(=O)N2CCN(c3cccc(C)c3C)CC2)c1C | 0% | u | 12%[57.1 µM] | -2% | 13%[57 µM] | -8% | -2% | -22% | 5%
10 | O=[N+]([O-])c1ccccc1OCCCCN1CCCCC1 | i | -20% | -2% | -1% | 19% | -12% | -10% | -2% | 0%

Continued:
entry | smiles | PGK inhibitor | JMJD2A Tudor | rTrxR1 inhibitor | GLS inh | HP1b binding inh | RGS4 inh | Pin1 inhibitor | ALOX12 inh | ERG-DNA inh
11 | CCCCC(=O)Nc1ccc(F)c(Cl)c1 | -5% | -1% | -10% | -28% | 28% | 17% | -1% | 45%[activator] | 9%
12 | COc1ccc(NC(=O)C2CCC(CNc3c(N4CCCCC4)c(=O)c3=O)CC2)cc1OC (stereo unspecified) | -9%&5% | -3%&-21% | 5%&5% | 41%&22%[activator] | 29%&47% | 1%&9% | -11%&5% | -2%&9% | 10%&-7%
13 | CN(C1CCS(=O)(=O)C1)S(=O)(=O)c1ccc(C2CCCCC2)cc1 (stereo unspecified) | 2% | -11% | 14% | 5% | 20% | -3% | 0% | 27% | -7%
14 | COc1cc(C(=S)N2CCOCC2)cc(Br)c1OS(=O)(=O)c1ccccc1 | -1% | u | 31% | -4% | 9% | -10% | 0% | 0% | 18%
15 | CCOC(=O)N1CCN(c2c(NCc3ccc(N(C)C)cc3)c(=O)c2=O)CC1 | -2% | -15% | 8% | -9% | 9% | 3% | -2% | 3% | -5%
16 | CCOC(=O)C(NC(=O)C1CCCN1C(=O)OCc1ccccc1)C(=O)OCC (stereo unspecified) | 1% | -17% | -7%[57.1 µM] | 5% | 11% | 11% | 0% | 0% | 1%
17 | COc1ccccc1Nc1nc(N)nc(CSC(=S)N2CCCCC2)n1 | 0% | -31% | -12% | 3% | 17% | -2% | -3% | -10% | 2%
18 | CCOc1cc(C(=S)N2CCCCC2)ccc1OS(=O)(=O)c1ccc(Br)cc1 | 2% | -15% | 24%[57.1 µM] | 3% | 15% | 15% | 1% | -20% | -8%
19 | C/C(=N/NC(=O)CCc1ccccc1)c1ccco1 | -6% | 1% | 8% | -7% | 46%[activator] | 25%[11.4 µM] | -1% | 13% | 28µM*
20 | CCN1CCN(C(=O)c2c(C)nn(-c3ccc(F)cc3)c2-n2cccc2)CC1 | 3% | -6% | -8% | -9% | 16% | 30% | 3% | -23% | 4%

Five entries from above, arranged by the value under JMJD2A Tudor, rising.
entry | smiles | PGK inhibitor | JMJD2A Tudor | rTrxR1 inhibitor | GLS inh | HP1b binding inh | RGS4 inh | Pin1 inhibitor | ALOX12 inh | ERG-DNA inh
17 | COc1ccccc1Nc1nc(N)nc(CSC(=S)N2CCCCC2)n1 | 0% | -31% | -12% | 3% | 17% | -2% | -3% | -10% | 2%
16 | CCOC(=O)C(NC(=O)C1CCCN1C(=O)OCc1ccccc1)C(=O)OCC (stereo unspecified) | 1% | -17% | -7%[57.1 µM] | 5% | 11% | 11% | 0% | 0% | 1%
13 | CN(C1CCS(=O)(=O)C1)S(=O)(=O)c1ccc(C2CCCCC2)cc1 (stereo unspecified) | 2% | -11% | 14% | 5% | 20% | -3% | 0% | 27% | -7%
20 | CCN1CCN(C(=O)c2c(C)nn(-c3ccc(F)cc3)c2-n2cccc2)CC1 | 3% | -6% | -8% | -9% | 16% | 30% | 3% | -23% | 4%
11 | CCCCC(=O)Nc1ccc(F)c(Cl)c1 | -5% | -1% | -10% | -28% | 28% | 17% | -1% | 45%[activator] | 9%

Carrying on.
entry | smiles | PGK inhibitor | JMJD2A Tudor | rTrxR1 inhibitor | GLS inh | HP1b binding inh | RGS4 inh | Pin1 inhibitor | ALOX12 inh | ERG-DNA inh
21 | CC(=O)c1ccc(-n2nnnc2SCC(=O)Nc2sc(C)c(C)c2C#N)cc1 | -10% | u | 15% | 2% | 12% | -51% | 24% | 2% | -1%
22 | CCCCC[C@H](O)/C=C/[C@H]1CCC(=O)[C@@H]1CCCCCCC(=O)N1CCCCC1CO (stereo partly specified) | 1% | -8% | 9% | 1% | 18% | -6% | -6% | 1% | -6%
23 | CC(=O)c1ccc(N2C(=O)CC(N3CCN(S(=O)(=O)c4ccc(C)c(C)c4)CC3)C2=O)cc1 (stereo unspecified) | -4% | -19% | 12% | -5% | 35% | 13% | 13% | -4% | -10%
24 | O=C(COC(=O)CC1SC(N2CCCC2)=NC1=O)Nc1ccc(Br)cc1 (stereo unspecified) | -16% | -7% | -2% | -5% | 25% | -20% | 0% | -18% | -9%
25 | Cc1ccc(NC(=O)CNC(=O)c2cccs2)cc1S(=O)(=O)Nc1ccc(Cl)cc1 | -8% | -25% | 17%[57.1 µM] | 76%[activator] | 11% | -18% | -1% | u | 11%
26 | Cc1ccc(C)c(N2CCN(C(=O)C3CCC(CNS(=O)(=O)c4ccc(Br)s4)CC3)CC2)c1 (stereo unspecified) | i | -14% | 12% | -1% | 25% | 7% | 2% | u | 2%
27 | Cc1sc2ncnc(SCC(=O)N3CCCCC3)c2c1C | 7% | 1% | 6% | 6% | 14% | 11% | -30% | -19% | 19%
28 | Cc1cccc(C)c1NS(=O)(=O)c1ccc(OCCNS(C)(=O)=O)cc1 | 3% | -24% | 2%[57.1 µM] | 5% | 39% | -7% | -14% | 1% | 9%
29 | Cc1cc(C(=O)CSc2nnc(-c3ccc(Cl)cc3)n2CC2CCCO2)c(C)n1C (stereo unspecified) | 3% | u | -3% | -3% | -5% | -33% | 4% | -2% | 3%
30 | COc1cccc(/C=C2\SC(=S)N(N3CCOCC3)C2=O)c1OC | -8% | u | -15% | 4% | u | -4% | 1% | -18% | -5%

Additional entries
entry | smiles | PGK inhibitor | JMJD2A Tudor | rTrxR1 inhibitor | GLS inh | HP1b binding inh | RGS4 inh | Pin1 inhibitor | ALOX12 inh | ERG-DNA inh
31 | O=c1oc2ccc(Cl)cc2cc1-c1cn2c(n1)sc1ccccc12 | i | -12% | 17%[57.1 µM] | -3% | 35% | 34% | 0% | -17% | 2%
32 | Cc1ccc(NC(=O)N2CCCN(Cc3ccc(F)cc3)C2)cc1C | 3% | -16% | -3% | 5% | 6% | -1% | -2% | 18% | 4%
33 | Clc1cccc(N2CCN(Cc3nnc(-c4ccccc4)o3)CC2)c1 | 8% | -7% | 5%[57.1 µM] | 0% | 21% | 22% | 0% | 18% | -2%
34 | O=C(CS(=O)(=O)Nc1ccc(F)cc1Cl)Nc1ccc(F)cc1Cl | -6% | 2% | 17% | -2% | 36% | 8% | 1% | x | 49%[activator]
35 | O=C(Cn1nnc(-c2ccccc2NC(=O)c2ccccc2)n1)Nc1ccc2c(c1)OCCO2 | -1% | -11% | -5% | 0% | 12% | 2% | 3% | -1% | -1%
36 | Nc1nc(NCCO)nc(NCC2CCCO2)c1[N+](=O)[O-] (stereo unspecified) | 1% | -3% | -18% | 6% | 27% | 1% | -6% | -21% | 0%
37 | CCn1c(C(=O)O)c(CC(=O)NC2CCCCCC2)c2ccccc21 | -4% | -3% | 12% | 4% | 43%[activator] | -12% | -9% | -14% | 13%
38 | CCn1cc(CNC(=O)CSc2nc(-c3ccc(OC)c(OC)c3)cc(C(F)(F)F)n2)c(C)n1 | -5% | 6% | 1%[57.1 µM] | -9% | 29% | 10% | 1% | -23% | 3%
39 | Cc1occc1C(=O)NNC(=O)c1ccc(Br)o1 | i | -5% | 21%[11.4 µM] | 0% | 45%[activator] | -25% | -3% | -6% | -6%
40 | COc1cc([N+](=O)[O-])ccc1NC(=O)C1C2C=CC(C2)C1C(=O)O (stereo unspecified) | -9% | -8% | 28% | 4% | 23% | -8% | 2% | -6% | -3%

Screening data as filed in PubChem.
